# FH mod – Identification of activators of human fumarate hydratase by quantitative high-throughput screening. Fumarate hydratase, mitochondrial (Homo sapiens), P07954. FH coupled MDH/diaphorase resazurin fluorescence, 15 min. actives 0.22% (n = 54,000). Potency, µM (series often up to 79.9 µM), for the others: at the highest dose activity change, negative = inhibition, most hits filed as inhibitors; further: potency means the concentration at half of the fitted maximal effect; on the % scale 0 is the no-effect control and ±100 the full control effect; the screen sought activators but most active calls are inhibition curves; nearly all actives have a fitted effect of over 45% in size
# Target sequence (P07954 whole entry, looked up): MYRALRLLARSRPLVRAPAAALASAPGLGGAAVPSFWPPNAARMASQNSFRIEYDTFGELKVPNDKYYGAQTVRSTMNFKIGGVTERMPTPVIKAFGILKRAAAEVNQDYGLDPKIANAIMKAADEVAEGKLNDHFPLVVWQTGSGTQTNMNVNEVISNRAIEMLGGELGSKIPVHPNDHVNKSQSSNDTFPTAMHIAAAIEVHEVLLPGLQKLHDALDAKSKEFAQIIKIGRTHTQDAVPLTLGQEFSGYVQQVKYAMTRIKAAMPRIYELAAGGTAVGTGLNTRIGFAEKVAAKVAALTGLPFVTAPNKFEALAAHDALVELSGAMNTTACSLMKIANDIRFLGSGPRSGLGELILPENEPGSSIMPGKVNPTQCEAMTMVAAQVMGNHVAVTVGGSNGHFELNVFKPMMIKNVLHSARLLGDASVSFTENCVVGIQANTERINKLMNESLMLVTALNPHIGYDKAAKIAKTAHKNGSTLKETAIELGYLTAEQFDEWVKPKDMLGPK
# p53null 32C tox – kills p53 null cells at the permissive temperature; H1299-neo p53 null cells, ATP luminescence, 24 h, 32C; actives 0.62% (n = 55,000); Potency, µM (top dose mostly 46.1 µM), for the others: at the top dose activity change, negative = cytotoxicity, most hits filed as cytotoxic;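 further: potency means the concentration at half of the fitted maximal effect; 0% = DMSO only and -100% = full killing by 100 µM tamoxifen; nearly all actives have a fitted effect of over 55% in size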
#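 ATP-content luminescence in p53-null H1299-neo cells after 24 h compound exposure (up to 46 uM) at 32C permissive temperature; 0% and 100% killing set by DMSO and 100 uM tamoxifen; Hill-equation AC50.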
# PTAP-TSG101 blk – TSG101-PTAP interaction inhibition, HIV-1 budding; Q99816; Fluorescence polarization, FITC-PTAP peptide/Tsg101, 20 min; Potency, µM (highest dose often 115 µM), for the others: at the highest dose activity change, negative = inhibition, actives largely listed as inhibitors; 44,000 tested, under 10 active; further: potency means the concentration at half of the fitted maximal effect; 0% is about no effect
#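 The Tsg101 binding domain, at 10 uM final, is mixed with compound and a FITC peptide bearing the PTAP motif (50 nM final). After 20 min at r.t., polarization is measured; actives defined by CRC class, efficacy cut-off 60% inhibition.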
# NTMT1 inh – blocks human N-terminal methyltransferase 1 activity; Potency, µM (highest dose often 114 µM), for inactives: at the highest dose activity change, negative = inhibition, most hits filed as inhibitors; actives 2.5% (n = 59,000); NTMT1 MTase-Glo SAH luminescence, purified enzyme; AID 1645870; Q9BV86;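 further: potency means the concentration at half of the fitted maximal effect; plate controls were DMSO vehicle for no effect and no enzyme for full effect; nearly all actives have a fitted effect of over 65% in size; many of its hits are not listed in these tables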
# Target sequence (Q9BV86 whole entry, looked up): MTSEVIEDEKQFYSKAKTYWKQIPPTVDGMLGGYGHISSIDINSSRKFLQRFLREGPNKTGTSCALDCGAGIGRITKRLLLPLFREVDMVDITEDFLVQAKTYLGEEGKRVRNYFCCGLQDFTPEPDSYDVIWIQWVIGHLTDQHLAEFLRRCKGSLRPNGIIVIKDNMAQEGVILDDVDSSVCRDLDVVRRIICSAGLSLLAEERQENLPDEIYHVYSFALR
# p53null 39C tox – p53 null cell cytotoxicity, nonpermissive temperature | H1299 p53-null (neo) cells, 39C, ATPlite viability, 24 h | Potency, µM (titrated, usually from 46.1 µM), for the others: at the top dose activity, negative = cell killing, usual class: cytotoxic | actives 0.97% (n = 55,000);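 further: potency means the concentration at half of the fitted maximal effect; 0% = DMSO only and -100% = full killing by 100 µM tamoxifen; nearly all actives have a fitted effect of over 50% in size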
#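 Following overnight plating at 37C (600 cells/well), H1299-neo or H1299-p53A138V cells are dosed up to 46 uM. Incubation lasts 24 hr at 39C before ATP detection.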
# B2AR arrestin ag – beta-arrestin recruitment by human beta2-adrenergic receptor ligands | P07550 | HTLA Tango cells, beta-arrestin recruitment, luciferase luminescence, 18 h | AID 1347077 | Potency, µM (series often up to 46.1 µM), inactives show at the highest dose activation, usual class: activators | 44,000 tested, under 10 active;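 further: potency means the concentration at half of the fitted maximal effect; 0% = DMSO and full agonism = EC100 isoproterenol or metaproterenol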
#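 First, Tango cells carrying beta2-AR and beta-arrestin fusions received compound up to 46 microM. After 18 hr at 37 degrees C, luciferase substrate was added for 15 minutes, then luminescence gave %Activity for curve fitting.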
# GALK inhibitor – inhibitors of human galactokinase (GALK). P51570. recombinant GALK, Kinase-Glo ATP luminescence, 1 h. Potency, µM (doses to about 57.5 µM), for inactives: at the top dose activity, negative = inhibition, usual class: inhibitors. 44,000 tested, under 10 active. AID 1347072;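 further: plate controls were full GALK reaction for no effect and reaction lacking GALK for full effect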
#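 Human GALK (5 nM) was incubated with 35 uM ATP and 100 uM galactose in 20 mM HEPES pH 8.0 with MgCl2, NaCl, DTT and BSA for 1 h at room temperature. Remaining ATP was measured by Kinase-Glo Plus luminescence.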
# * hit, by the source's call; ? = inconclusive; . = not tested or not shown; [ ] = dose if it differs, or a comment. The call rests on the fitted dose curve; in most records, active means well fitted curve in the direction sought with a large enough effect; inconclusive means small, poorly fitted or top-dose-only effect, or another doubt; inactive means no such curve, though single readings can be large; an effect the other way counts as inactive or inconclusive. The list is partial; the hit share may differ from the screen's.
SMILES,FH mod,p53null 32C tox,PTAP-TSG101 blk,NTMT1 inh,p53null 39C tox,B2AR arrestin ag,GALK inhibitor
COc1cc(-c2nc(-c3ccccc3)c(-c3ccc(Br)cc3)[nH]2)cc(OC)c1O,-17%,4%,1%,?,?,1%,-13%
CC(=O)c1cccc(NC(=O)CSc2ncc3c(n2)-c2cc(Cl)ccc2N(Cc2ccccc2)S3(=O)=O)c1,12%,2%,6%,0%,-13%,-1%,-1%
Cc1ccc(Nc2ncnc3sc4c(c23)CCC(C)C4)cc1C (stereo unspecified),3%,7%,0%,?,28%,-2%,3%
CCCOc1ccc(C(=O)Nc2cccc(-c3nc4ccccc4[nH]3)c2)cc1,-20%,-19%,0%,14%,?,-1%,6%
COc1ccc(OC)c(CNS(=O)(=O)c2c(C(=O)N3CCCCCC3)c(C)n(C)c2C)c1,-10%,-2%,0%,5%,12%,6%,2%
CCCCOc1ccc(C(C)NC(=O)CN2C(=O)CSc3ccc(S(=O)(=O)N4CCOCC4)cc32)cc1 (stereo unspecified),-15%,2%,-1%,11%,15%,0%,-1%
Cc1cccc(C)c1OC(=O)CSc1nnc(-c2cccs2)o1,1%,8%,-6%,-6%,3%,-2%,3%
O=C(CN1C(=O)C2CCCCN2c2ccc(C(=O)N3CCCC3)cc21)NCc1cccc(F)c1 (stereo unspecified),2%,1%,-1%,-4%,7%,-1%,3%
COc1cc(Nc2nc(SCc3cccc(Cl)c3)nc3ccccc23)cc(OC)c1,-18%,-1%,-4%,4%,-1%,-3%,-1%
O=C(COc1ccc(Cl)cc1)NCC(c1ccco1)S(=O)(=O)c1ccccc1 (stereo unspecified),-19%,-5%,-2%,-2%,5%,-3%,-1%
CCOc1ccc(OCC)c(NS(=O)(=O)c2cc(Br)cc3c2N(C(C)=O)C(C)C3)c1 (stereo unspecified),-16%,8%,1%,0%,23%,0%,0%
CC(=O)Nc1ccc(NC(=O)CC2Sc3ccccc3NC2=O)cc1 (stereo unspecified),0%,-4%,1%,-27%,-9%,1%,0%
O=C(CSc1nc2ccccc2nc1Cc1ccccc1)N1CCN(c2ccccc2)CC1,8%,-3%,2%,-1%,6%,0%,2%
Cc1ccc(-c2nc3n(n2)C(=O)CC(c2ccc(Cl)cc2)S3)cc1 (stereo unspecified),-8%,-2%,-5%,3%,-20%,-2%,-18%
O=C(NCCSc1c(-c2ccc(Cl)cc2)[nH]c2ccccc12)c1ccc(S(=O)(=O)N2CCOCC2)cc1,-29%,15%,-5%,14%,18%,1%,-4%
Cc1cccc(NC(=O)Cn2cc(S(=O)(=O)Cc3ccccc3Cl)c3ccccc32)c1,-18%,0%,-1%,4%,-19%,0%,0%
CC(C)C(=O)N1c2ncnn2C2(CCCCC2)[C@@H]2CCCC[C@@H]21,-8%,-5%,-2%,2%,14%,-3%,-4%
CCC(=O)N1c2ccccc2CC1C(=O)NCCc1ccccc1 (stereo unspecified),7%,0%,-1%,-1%,3%,1%,0%
COc1ccc(-n2c(=O)c3c4c(sc3n(Cc3cc(=O)n5c(C)cccc5n3)c2=O)CCC4)c(OC)c1,?,-4%,1%,?,-17%,1%,7%
Cc1cccc(N2CCN(C(=O)c3cnn(-c4cccc(Cl)c4C)c3C3CCNCC3)CC2)c1C,-14%,11%,-7%,?,-27%,0%,4%
Cc1c2cnn(CC(=O)N3CCN(c4ccc(F)cc4)CC3)c(=O)c2c(C)n1Cc1ccccc1F,?,25%,0%,-1%,2%,-3%,3%
CCC(C)c1ccc(OCC(=O)Nc2cccc(-c3nc4ncccc4o3)c2)cc1 (stereo unspecified),?,3%,-6%,-2%,?,0%,2%
O=C(Nc1ccc(F)cc1F)c1ccc2c(O)c(S(=O)(=O)c3ccc(Cl)cc3)c(=O)[nH]c2c1,-15%,1%,-3%,15%,11%,1%,-16%
COc1ccc(-c2cccc(NS(=O)(=O)c3cccs3)c2)nn1,5%,-10%,1%,11%,1%,0%,-1%
Cc1ccc(-c2nc3ncccc3o2)cc1NC(=O)c1ccc(-c2ccc(Cl)cc2)o1,.,-7%,2%,.,11%,-2%,0%
CCc1ccc(NCc2cc3cc4c(cc3n(CC(=O)Nc3cccc(OC)c3)c2=O)OCO4)cc1,-18%,1%,-9%,-15%,12%,1%,0%
Cc1ccc(-c2c3c(=O)n(C)c(=O)n(C)c3c3c(-c4cccc(C)c4)nc4ccccc4n23)cc1,-9%,-3%,0%,-1%,3%,0%,0%
Clc1cccc(N2CCN(c3ncnc4c3nc3n4CCCCC3)CC2)c1,-14%,-18%,3%,-3%,?,0%,3%
CCOC(=O)c1c(C)[nH]c(C)c1S(=O)(=O)N1CCCC(C(=O)Nc2cccc(C)n2)C1 (stereo unspecified),8%,0%,3%,-4%,-4%,0%,-3%
CCOc1ccc(NC(=O)C2CCC(CNS(=O)(=O)c3ccc4c(c3)CCCC(=O)N4)CC2)cc1 (stereo unspecified),3%,-1%,-3%,-5%,?,0%,3%

# Copied from the results shown (eleven entries):
SMILES,FH mod,p53null 32C tox,PTAP-TSG101 blk,NTMT1 inh,p53null 39C tox,B2AR arrestin ag,GALK inhibitor
Cc1cccc(NC(=O)Cn2cc(S(=O)(=O)Cc3ccccc3Cl)c3ccccc32)c1,-18%,0%,-1%,4%,-19%,0%,0%
CC(C)C(=O)N1c2ncnn2C2(CCCCC2)[C@@H]2CCCC[C@@H]21,-8%,-5%,-2%,2%,14%,-3%,-4%
CCC(=O)N1c2ccccc2CC1C(=O)NCCc1ccccc1 (stereo unspecified),7%,0%,-1%,-1%,3%,1%,0%
COc1ccc(-n2c(=O)c3c4c(sc3n(Cc3cc(=O)n5c(C)cccc5n3)c2=O)CCC4)c(OC)c1,?,-4%,1%,?,-17%,1%,7%
Cc1cccc(N2CCN(C(=O)c3cnn(-c4cccc(Cl)c4C)c3C3CCNCC3)CC2)c1C,-14%,11%,-7%,?,-27%,0%,4%
Cc1c2cnn(CC(=O)N3CCN(c4ccc(F)cc4)CC3)c(=O)c2c(C)n1Cc1ccccc1F,?,25%,0%,-1%,2%,-3%,3%
CCC(C)c1ccc(OCC(=O)Nc2cccc(-c3nc4ncccc4o3)c2)cc1 (stereo unspecified),?,3%,-6%,-2%,?,0%,2%
O=C(Nc1ccc(F)cc1F)c1ccc2c(O)c(S(=O)(=O)c3ccc(Cl)cc3)c(=O)[nH]c2c1,-15%,1%,-3%,15%,11%,1%,-16%
COc1ccc(-c2cccc(NS(=O)(=O)c3cccs3)c2)nn1,5%,-10%,1%,11%,1%,0%,-1%
Cc1ccc(-c2nc3ncccc3o2)cc1NC(=O)c1ccc(-c2ccc(Cl)cc2)o1,.,-7%,2%,.,11%,-2%,0%
CCc1ccc(NCc2cc3cc4c(cc3n(CC(=O)Nc3cccc(OC)c3)c2=O)OCO4)cc1,-18%,1%,-9%,-15%,12%,1%,0%

# Further entries follow:
SMILES,FH mod,p53null 32C tox,PTAP-TSG101 blk,NTMT1 inh,p53null 39C tox,B2AR arrestin ag,GALK inhibitor
O=C(CSc1nc(-c2ccccc2)nc2c1CCCC2)c1ccc(Cl)cc1,6%,1%,2%,15%,40%[activator],-2%,-15%
COc1cccc(CNC(=O)CSc2n[nH]c(-c3ccccc3Cl)n2)c1,?,-1%,0%,4%,-7%,0%,-2%
CCOc1ccc(OCC)c(NC(=O)c2cc(CN3CCOCC3)on2)c1,0%,1%,4%,6%,1%,0%,-1%
Cc1ccccc1-c1noc(-c2cccnc2N2CCN(c3ccccc3)CC2)n1,-28%,4%,2%,2%,-22%,-1%,2%
Cc1ccc(Cn2c(=O)n(CCCCC(=O)NCc3ccccc3Cl)c(=O)c3ccccc32)cc1,-1%,-12%,1%,12%,-10%,1%,1%
Cc1ccc(N2CCN(S(=O)(=O)c3c(C)[nH]c(=O)[nH]c3=O)CC2C)cc1 (stereo unspecified),-7%,11%,4%,-16%,8%,-1%,3%
CC(C)CC(=O)Nc1ccc2nc(SCC(=O)N3CCOCC3)sc2c1,2%,-19%,-7%,-2%,-23%,-3%,-4%
CCN1CCN(C(=O)c2cnn(-c3ccc(F)cc3F)c2C2CCN(C(=O)OC(C)(C)C)CC2)CC1,-16%,5%,-2%,?,-17%,-1%,3%
COc1ccc(-c2nc3nc(C)cc(Nc4ccc(C(C)=O)cc4)n3n2)cc1,-3%,-10%,7%,-4%,?,-1%,8%
CCCOc1cccc(NC(=O)c2c(-c3ccccc3Cl)noc2C)c1,-8%,13%,-1%,2%,-7%,1%,2%
CCOc1ccccc1C(=O)Nc1ccc(S(=O)(=O)N2CCCCC2c2cccnc2)cc1 (stereo unspecified),-8%,3%,1%,79µM*,15%,-1%,2%
CCOC(=O)Cc1ccc(NC(=O)Nc2c[nH]c(=O)[nH]c2=O)cc1,-8%,2%,-1%,12%,4%,0%,-2%
COc1cccc(-c2cc(C(=O)Nc3ccc(Br)c(C)c3)[nH]n2)c1,7%,-7%,-8%,4%,0%,1%,1%
CCOC(=O)c1c(-c2ccccc2)csc1NC(=O)c1cc(=O)c2ccc(C)cc2o1,-22%,-9%,0%,-4%,0%,-1%,-2%
Cc1cccc(C(=O)Nc2ccc(N3CCN(c4ccc(F)cc4)CC3)c(C(=O)O)c2)c1,6%,-5%,-1%,-1%,38%[activator],-2%,-4%
COc1ccccc1NC(=O)N1CC(=O)Nc2sc3c(c2C1c1ccccc1)CCCC3 (stereo unspecified),-23%,-2%,-1%,1%,2%,-1%,-1%
CC(Sc1oc(-c2ccco2)nc1S(=O)(=O)c1ccc(Br)cc1)c1ccccc1 (stereo unspecified),?,4%,13%,-24%,12%,1%,-8%
CCN1CCN(CCCNC(=O)c2cc3c(=O)n(CC)c4ccccc4c3s2)CC1,?,2%,-12%,?,-12%,-2%,6%
CCc1ccc(CNC(=O)CN2C(=O)c3cccnc3Oc3ccc(Cl)cc32)cc1,-4%,-1%,0%,-2%,-24%,0%,3%
CCOc1ccccc1NC(=O)c1c(NCc2ccc(C)o2)sc2c1CCC(C)C2 (stereo unspecified),-33%,7%,0%,-14%,-13%,3%,0%
CCOc1ccc(NC(=O)Cn2cc(C(=O)c3ccc(CC)cc3)c(=O)c3cc4c(cc32)OCO4)cc1,0%,2%,-5%,7%,-19%,-2%,2%
